C2C12 statin: suppressors of simvastatin-induced myotoxicity in C2C12 myotubes | rescue of ATP level, % at 7.49 µM | 330,000 compounds, 0.78% hits | ATP luminescence, 48 h; scaled: DMSO 0, geranylgeraniol control 100;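 active = mean ATP rescue above about 67%, or every replicate alone reaching that limit, limit read from the data, passing the limit was not always enough; inconclusive = no clear call, values can overlap the other calls; inactive = mean under the limit and some replicate under it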;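 note: myotubes were challenged with 10 µM simvastatin during compound exposure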
FN deposition inh: fibronectin deposition inhibition. 350,000 compounds, 0.086% hits. AID 743247. inhibition, % at 12.6 µM. AH1F fibroblasts, Alexa488-fibronectin deposition fluorescence, overnight;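 active = mean inhibition across replicates of 30% or more, regardless of how many single replicates reach that level; inconclusive = mean under 30% yet at least half of replicates reach 30%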;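 note: positive control wells lacked labelled fibronectin entirely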
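Material – AH1F fibroblast monolayer, labelled fibronectin deposition · Reagent – labelled fibronectin 24 nM · Timing – 1 h adhesion, overnight exposure · Measured by – fluorescence at 485 nm excitation, 525 nm emission · Read-out – inhibition of fibronectin deposition signal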
INS-1E GSIS act: GLuc luminescence reporter in INS-1E cells, primary screen for activators of glucose-dependent secretion of insulin | INS-1E GLuc reporter insulin secretion, 2-3 h | activation, % at 16.6 µM | 370,000 compounds, 0.61% hits | AID 743287;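 active = lowest replicate activation of at least 40%, so every replicate reaches that level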;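 note: 0% = median of neutral control wells and 100% = median of IBMX positive control wells; some compounds called inactive have numbers as strong as hits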
CFTR F508del cor: CFTR F508del correction in bronchial cells | CFBE cells, YFP halide quenching; stimulated with forskolin plus potentiator P3; % fluorescence drop versus neutral controls | 350,000 compounds, 0.36% hits | AID 720511 | activity (quench increase), % at 7.58 µM;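 active = mean added fluorescence quench of at least 8% versus neutral control, with both replicates also reaching 8%; inconclusive = only one of the mean or replicate conditions met; inactive = mean below 8% and not both replicates reaching 8%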;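 note: cells transiently co-express mutant CFTR-F508del with the halide-sensitive YFP; corrector assay measuring rescue of mutant channel to the surface after 24 h compound exposure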
PglD inh: blocks C. jejuni PglD acetyltransferase activity. purified PglD enzyme, DTNB colorimetric CoA detection. inhibition, % at 12.5 µM. 360,000 compounds, 0.098% hits. AID 602405; in the data active = inhibition above about 16%, passing the limit was not always enough; inconclusive = no clear call, values can overlap the other calls; note: strong numbers were not always called active
miR-122 sensor: miR-122 inhibition in Huh7 cells | Huh7 miR-122 Renilla luciferase sensor, 48 h; neutral wells = 0, positive control = 100 | 340,000 compounds, 0.3% hits | activation (reporter increase), % at 12.5 µM | AID 602342;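 active = mean replicate activation score at least 90 and every replicate individually at or above 90; inconclusive = only one of the two criteria met; inactive = neither criterion met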;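 note: higher luciferase means less miR-122 activity so hits act as miR-122 inhibitors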
PGC1a acetyl inh: lowers PGC1a acetylation signal in U2OS cells; AID 651687; 350,000 compounds, 0.17% hits; inhibition, % at 15.6 µM; AlphaScreen anti-acetyl-lysine; with virally co-expressed GCN5 acetyltransferase;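 active = every replicate shows inhibition of at least 40%; inconclusive = mean inhibition at least 40% but some replicate below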;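 note: 0% = neutral control wells and 100% = positive control wells; some results beyond the cut were filed as inactive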
Cneo AK release: causes C. neoformans cell lysis; adenylate kinase release luminescence, 4 h; normalised: neutral wells 0, clomiphene wells 100; 360,000 compounds, 0.2% hits; lysis activity, % at 15 µM;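 active = mean lysis activity across replicates of at least 80%, whatever share of replicates individually reach that level; inactive = mean lysis activity below 80%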
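Material: C. neoformans cells; Schedule: 4 h static compound exposure, 37 °C, read 1 h post-reagent; Measured by: adenylate kinase release luminescence; Read-out: signal increase indicating cell lysis; Controls: Clomiphene as positive lysis control.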
The depositor's hits bear a star; [ ] = dose if it differs, or a comment. Outcome played no part in choosing rows; any-hit rate near 2.1%.

A first look:
C[C@@H]1CCCCO[C@H](CN(C)C(=O)C2CCCCC2)[C@@H](C)CN([C@@H](C)CO)C(=O)c2cc(NC(=O)Nc3ccc(F)cc3)ccc2O1 was read as INS-1E GSIS act -23, CFTR F508del cor 2.3, PglD inh -4, miR-122 sensor -11[16.7 µM], PGC1a acetyl inh 0 and Cneo AK release -3.
`Cc1cc(Cl)c(S(=O)(=O)N2CCCC2)cc1OCC(=O)NC1CCCCC1` gave C2C12 statin -4, FN deposition inh -1, PglD inh 1, miR-122 sensor 4 and Cneo AK release 0.

The whole of this part, from the first entry:
C[C@@H]1CCCCO[C@H](CN(C)C(=O)C2CCCCC2)[C@@H](C)CN([C@@H](C)CO)C(=O)c2cc(NC(=O)Nc3ccc(F)cc3)ccc2O1 was read as INS-1E GSIS act -23, CFTR F508del cor 2.3, PglD inh -4, miR-122 sensor -11[16.7 µM], PGC1a acetyl inh 0 and Cneo AK release -3.
`Cc1cc(Cl)c(S(=O)(=O)N2CCCC2)cc1OCC(=O)NC1CCCCC1` gave C2C12 statin -4, FN deposition inh -1, PglD inh 1, miR-122 sensor 4 and Cneo AK release 0.
`O=C(Cn1cc(Cl)c([N+](=O)[O-])n1)NCCC1=CCCCC1` gave C2C12 statin -14, FN deposition inh 1, INS-1E GSIS act -1, CFTR F508del cor -2.0, PglD inh -2, miR-122 sensor -8, PGC1a acetyl inh 11 and Cneo AK release 5.
CCN(CC)CC#Cc1ccc(C)cc1 was read as C2C12 statin 0, FN deposition inh -1, INS-1E GSIS act 2, CFTR F508del cor -0.3, PglD inh -6, miR-122 sensor -18, PGC1a acetyl inh 3 and Cneo AK release 0.
Cc1ccc(CS(=O)Cc2ccc(C(=O)NCc3ccc4c(c3)OCO4)o2)cc1 (stereo not drawn) was read as C2C12 statin 10, FN deposition inh -2, INS-1E GSIS act 10, CFTR F508del cor -1.0, PglD inh 2, miR-122 sensor -2, PGC1a acetyl inh -13 and Cneo AK release -2.
Screening O=c1oc2ccccc2c(Nc2ccc(O)cc2)c1[N+](=O)[O-] returned C2C12 statin 133*, PglD inh -3, miR-122 sensor -11, PGC1a acetyl inh 37 and Cneo AK release -1.
`CCOc1ccccc1N(CC(=O)Nc1ccccc1)S(=O)(=O)c1ccccc1` gave C2C12 statin -7, FN deposition inh -3, INS-1E GSIS act 6, CFTR F508del cor 0.1, PglD inh 6, miR-122 sensor 37, PGC1a acetyl inh -17 and Cneo AK release -1.
Screening Cc1ccc(-c2cc(C(=O)Nc3nn[nH]n3)c3ccccc3n2)cc1 returned C2C12 statin -7, FN deposition inh -9, INS-1E GSIS act 34, PglD inh -5, miR-122 sensor -3, PGC1a acetyl inh -4 and Cneo AK release 0.
O=C(c1ccco1)N1CCN(C(=O)N2CCCC2)CC1 was read as C2C12 statin -16, FN deposition inh 1, INS-1E GSIS act -2, CFTR F508del cor 1.0, PglD inh -1, miR-122 sensor -3, PGC1a acetyl inh 5 and Cneo AK release -1.
`O=C1CSC(c2ccccc2)N1Nc1nc(N2CCOCC2)nc(N2CCOCC2)n1` (stereo not drawn) gave C2C12 statin 3, FN deposition inh 1, INS-1E GSIS act 17, CFTR F508del cor 1.0, miR-122 sensor 1 and PGC1a acetyl inh -5.
Screening CC1(OC(=O)C2CCCC2)C(=O)C=C2C=C(c3ccsc3)N(CCc3ccccn3)C=C2C1=O (stereo not drawn) returned C2C12 statin -5, FN deposition inh -1, INS-1E GSIS act 6, CFTR F508del cor -0.2, PglD inh 1, miR-122 sensor 4, PGC1a acetyl inh 14 and Cneo AK release -4.
CCCC(=O)Nc1ccc2c(c1)nc1n2CCSC1 was read as C2C12 statin -4, FN deposition inh 2, PglD inh 2, miR-122 sensor 0, PGC1a acetyl inh -3 and Cneo AK release 1.
CS(=O)(=O)c1cc(N2CCOCC2)ccc1CNC[C@H]1O[C@@H](n2cnc3c(=O)[nH]c(N)nc32)[C@H](O)[C@@H]1O was read as C2C12 statin -4, FN deposition inh -1, INS-1E GSIS act -4, CFTR F508del cor -3.7, PglD inh 4, miR-122 sensor -4, PGC1a acetyl inh 12 and Cneo AK release 0.
Screening Cc1cc2sc(NC(=O)c3ccco3)nc2cc1Cl returned C2C12 statin -43, FN deposition inh -2, INS-1E GSIS act 24, CFTR F508del cor 0.6, PglD inh 4, miR-122 sensor 7, PGC1a acetyl inh 3 and Cneo AK release 4.
`CCCCc1cc(=O)oc2c(CN(CC)CC)c(O)c(Cl)cc12` gave C2C12 statin 0, PglD inh 7, miR-122 sensor -8, PGC1a acetyl inh 5 and Cneo AK release 1.
`CCOc1ccc(CCNC(=O)COC(=O)c2ccc(C)c([N+](=O)[O-])c2)cc1OCC` gave C2C12 statin 6, FN deposition inh -4, INS-1E GSIS act 27, CFTR F508del cor 1.7, PglD inh -4 and Cneo AK release 21.
`Fc1ccc(-c2nc3ccc(Br)cn3c2Cc2ccccc2)cc1` gave C2C12 statin -16, FN deposition inh -15, INS-1E GSIS act -9, CFTR F508del cor 2.4, PglD inh 0, miR-122 sensor 5 and Cneo AK release -1.
For CCOC(=O)c1ccc(N2C(=O)c3n[nH]c(C)c3C2c2ccccc2)cc1 (stereo not drawn) the results were C2C12 statin -15, FN deposition inh 22, PglD inh -6, miR-122 sensor 10, PGC1a acetyl inh 1 and Cneo AK release -2.
C/C(=N\NC(=O)c1ccc(NS(=O)(=O)c2cccs2)cc1)c1cccs1 was read as C2C12 statin -1, FN deposition inh 4, INS-1E GSIS act -2, CFTR F508del cor -0.3, miR-122 sensor 2, PGC1a acetyl inh 0 and Cneo AK release -2.
For CO[C@H]1CN(C)C(=O)c2ccc(NC(=O)c3ccno3)cc2OC[C@H](C)N(S(C)(=O)=O)C[C@H]1C the results were C2C12 statin 6, FN deposition inh -4, INS-1E GSIS act -1, CFTR F508del cor -1.9, PglD inh 1, miR-122 sensor 20[16.7 µM], PGC1a acetyl inh 3 and Cneo AK release -2.

Random excerpt: two compounds from above, in no set order.
CS(=O)(=O)c1cc(N2CCOCC2)ccc1CNC[C@H]1O[C@@H](n2cnc3c(=O)[nH]c(N)nc32)[C@H](O)[C@@H]1O was read as C2C12 statin -4, FN deposition inh -1, INS-1E GSIS act -4, CFTR F508del cor -3.7, PglD inh 4, miR-122 sensor -4, PGC1a acetyl inh 12 and Cneo AK release 0.
`Cc1cc(Cl)c(S(=O)(=O)N2CCCC2)cc1OCC(=O)NC1CCCCC1` gave C2C12 statin -4, FN deposition inh -1, PglD inh 1, miR-122 sensor 4 and Cneo AK release 0.

(listing goes on)
Screening COc1cc(OC)c(OC)cc1/C=N/NC(=O)c1ccc(=O)n(C)c1 returned C2C12 statin 2, FN deposition inh 19, INS-1E GSIS act 7 and miR-122 sensor 9.
For CC(C)C1C(=O)N(Cc2cn(Cc3ccco3)nn2)CCS(=O)(=O)N1Cc1ccc(-c2ccc(F)nc2)cc1 (stereo not drawn) the results were C2C12 statin -5, FN deposition inh 4, INS-1E GSIS act 8, CFTR F508del cor 4.2, PglD inh -4, miR-122 sensor -4, PGC1a acetyl inh 1 and Cneo AK release 0.
For CCNC(=S)Nc1ccc2c(c1)c(=O)n(C)n2-c1cc(C)cc(C)c1 the results were C2C12 statin -6, FN deposition inh -5, INS-1E GSIS act 14, CFTR F508del cor -1.4, PglD inh -3, miR-122 sensor -1, PGC1a acetyl inh -1 and Cneo AK release -1.
CCC(C(=O)N1CCC(N2CCCCC2)CC1)n1nc(C)c2sc3ccccc3c2c1=O (stereo not drawn) was read as C2C12 statin -4, FN deposition inh 0, INS-1E GSIS act -1, CFTR F508del cor -0.9, PglD inh 3, PGC1a acetyl inh 7 and Cneo AK release -3.
`CCOc1ccc(Br)cc1S(=O)(=O)Nc1cccc(S(=O)(=O)N(CC)CC)c1` gave C2C12 statin -1, FN deposition inh -11, INS-1E GSIS act 13, PglD inh -3, miR-122 sensor inconclusive, PGC1a acetyl inh 9 and Cneo AK release -2.
CCOC(=O)C1CN(S(=O)(=O)c2ccccc2)C1 was read as C2C12 statin -1, FN deposition inh -13, INS-1E GSIS act -3, PglD inh -1, miR-122 sensor 11, PGC1a acetyl inh 11 and Cneo AK release -3.
Cc1ccc2cccc(Oc3nnnn3-c3ccccc3)c2n1 was read as C2C12 statin 8, FN deposition inh 5, INS-1E GSIS act 9, miR-122 sensor 11 and PGC1a acetyl inh -2.
Screening O=C(NCC1COc2ccccc2O1)c1cccc(S(=O)(=O)N2CCOCC2)c1 (stereo not drawn) returned C2C12 statin 9, FN deposition inh -3, INS-1E GSIS act -15, CFTR F508del cor -4.1, PglD inh -3, miR-122 sensor 10, PGC1a acetyl inh 15 and Cneo AK release 0.
For Cc1cc(C(F)(F)F)nn2cnnc12 the results were FN deposition inh 7, INS-1E GSIS act 17, CFTR F508del cor 1.0 and PGC1a acetyl inh 6.
CC(C)c1ccc(-c2c(C#N)c(N)nc3c2CCCCC3)cc1 was read as C2C12 statin 2, PglD inh 4, miR-122 sensor -5, PGC1a acetyl inh -26 and Cneo AK release 1.
`Cc1noc(C)c1NC(=O)Nc1ccc2c(c1)C(=O)N([C@@H](C)CO)C[C@@H](C)[C@@H](CN(C)S(=O)(=O)c1cccs1)OCCCC[C@H](C)O2` gave C2C12 statin -6, FN deposition inh -13, INS-1E GSIS act -1, CFTR F508del cor 1.0, PglD inh -1, miR-122 sensor 12[16.7 µM] and Cneo AK release 1.
Screening COCCCC1CCN(C(=O)C2CCC(=O)N(CCc3cccc(F)c3)C2)CC1 (stereo not drawn) returned C2C12 statin -2, FN deposition inh 4, INS-1E GSIS act 11, CFTR F508del cor 1.0, PglD inh 3, miR-122 sensor -3, PGC1a acetyl inh 9 and Cneo AK release 1.
`O=C(CC(c1ccco1)S(=O)(=O)c1ccccc1)c1ccc(F)cc1` (stereo not drawn) gave C2C12 statin -11, FN deposition inh -4, INS-1E GSIS act -24, PglD inh -1, miR-122 sensor 9, PGC1a acetyl inh -7 and Cneo AK release 2.
Screening C[C@@H]1CN([C@@H](C)CO)C(=O)Cc2cc(NC(=O)Nc3ccc(C(F)(F)F)cc3)ccc2O[C@@H]1CN(C)CC1CC1 returned C2C12 statin -27, INS-1E GSIS act -6, CFTR F508del cor 1.7, PglD inh 8, miR-122 sensor -4[16.7 µM], PGC1a acetyl inh -12 and Cneo AK release -3.
`C[C@H]1CN([C@@H](C)CO)C(=O)Cc2cc(NS(C)(=O)=O)ccc2O[C@H]1CN(C)C` gave C2C12 statin 53, FN deposition inh 1, INS-1E GSIS act 9, CFTR F508del cor -2.5, PglD inh -2, miR-122 sensor -4[16.7 µM], PGC1a acetyl inh 1 and Cneo AK release 0.
For CCOP(=O)(OCC)C(Nc1ccccc1)c1ccco1 (stereo not drawn) the results were C2C12 statin 1, FN deposition inh 13, INS-1E GSIS act 16, CFTR F508del cor -2.3, PglD inh -1, miR-122 sensor -8 and Cneo AK release 0.

Screening results as filed in PubChem BioAssay.
